High-throughput results: PubChem, several laboratories
Dynein cargo inh = dynein cargo transport inhibition | 3617.4 mouse cells, GR-EGFP nuclear translocation imaging; test concentration mostly 20 µM; stimulated with dexamethasone, 1 µM; active compounds read low | z-score, hits read low | 220,000 tested, 0.47% active;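 active = plate z-score of nuclear minus cytoplasmic receptor signal below a set negative limit, without overly bright fluorescence or cell loss, cut at about -3.5 in these data, passing the limit was not always enough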;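 also: z-score of nuclear minus cytoplasmic ring GR-EGFP intensity difference per well; some compounds called inactive have numbers as strong as hits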
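Buffer or medium: tet-free medium with charcoal-stripped serum / Also added: dexamethasone agonist, 1.0 µM final, for 30 min / Timing: induction 48 h, compound 1 h, agonist 30 min / Measured by: high-content fluorescence imaging after fixation / Read-out: nuclear-to-cytoplasmic GR-EGFP distribution per well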
KOR beta-arrestin-1 = KOR agonists, beta-arrestin recruitment, primary screen, cell-based, luminescence, uHTS (AID 1777); KOR beta-arrestin recruitment, luminescence; higher % means a stronger effect; one-dose activation, % at 10 µM; EC50 in µM for titrated hits; 280,000 tested, 0.02% active; in the data active = activation above about 50%, passing the limit was not always enough; also: a part of the inactive calls stands beside numbers as strong as those of hits
GPR55 beta-arrestin = GPR55 agonists via beta-arrestin recruitment, primary screen, imaging, U2OS cells, beta-arrestin-GFP redistribution (AID 1961). U2OS GPR55 beta-arrestin-GFP redistribution imaging; higher % means a stronger effect. activation, % at 10 µM; hits with a dose series show EC50 in µM. 290,000 tested, 0.048% active;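 active = activation above 40% with more than 50 cells counted in the well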;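 also: U2OS osteosarcoma cells stably expressing GPR55 and beta-arrestin-GFP; plate controls were DMSO negative control for no effect and LPI positive control for full effect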
P. falciparum M17LAP = P. falciparum M17LAP inhibitors, primary screen, biochemical, fluorogenic H-Leu-NHMec substrate, 1536-well (AID 1619) | recombinant M17LAP, H-Leu-NHMec fluorogenic kinetic assay; higher % means a stronger effect | 220,000 tested, 0.38% active | inhibition, % at 30 µM; hits with a dose series show IC50 in µM;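 active = compound inhibiting the enzyme by more than half at any dose during confirmatory dose-response retesting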;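 also: plate controls were full reaction with DMSO carrier for no effect and no enzyme background for full effect; strong numbers were not always called active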
NOD2 inhibition = NOD2 signaling inhibitors, cell-based, luminescence, uHTS, HEK293 (AID 1566); HEK293 NOD2/NF-kB luciferase reporter, luminescence; higher % means a stronger effect; one-dose inhibition, % at 4 µM; EC50 in µM for titrated hits; 290,000 tested, 0.63% active; also: many of its hits are not listed in these tables
AID2073 = inhibitors of Mint1-CaV2.2 protein interaction, biochemical, HTRF (AID 2073). 290,000 tested, 0.19% active. HTRF protein-protein interaction, Mint1-CaV2.2; higher % means a stronger effect. inhibition, % at 20 µM; hits with a dose series show IC50 in µM; in the data active = inhibition mostly above about 51%, no sharp cut-off; also: some results filed as inactive read as strong as hits
M1AAP inhibition = malaria alanyl aminopeptidase activity blockers – biochemical, fluorogenic H-Leu-NHMec substrate, 1536-well (AID 1445); recombinant M1AAP, H-Leu-NHMec fluorogenic kinetic assay; higher % means a stronger effect; inhibition, % at 30 µM, or IC50 in µM where a hit was titrated; 220,000 tested, 0.42% active;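 active = primary inhibition above the hit cutoff, then over 50% inhibition at one or more dose response concentrations, cut at about 23% in these data, passing the limit was not always enough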;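 also: plate controls were DMSO full reaction for no effect and no enzyme background for full effect; strong numbers were not always called active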
NOD1 NF-kB reporter = inhibition of NOD1-driven NF-kB reporter – cell-based, luminescence, uHTS, primary screen (AID 1578); 290,000 tested, 1% active; NOD1-driven NF-kB luciferase reporter cells, luminescence; higher % means a stronger effect; inhibition, % at 4 µM, or EC50 in µM where a hit was titrated; in the data active = inhibition mostly above about 36%, no sharp cut-off; inactive = mostly below about 34%;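 also: HEK-293T reporter cells stimulated with the NOD1 agonist gamma-tri-DAP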
KOR beta-arrestin-2 = kappa opioid receptor blockers – cell-based, luminescence, uHTS (AID 1778); one-dose inhibition, % at 10 µM; IC50 in µM for titrated hits; KOR beta-arrestin recruitment, luminescence, antagonist mode; higher % means a stronger effect; 290,000 tested, 0.091% active; also: strong numbers were not always called active
Dynein cargo inh cytoplasmic EGFP = recorded beside Dynein cargo inh, whose call it bears; z-score; measured here: cytoplasmic GR-EGFP intensity; active compounds read high
Dynein cargo inh nuclear GR-EGFP = recorded beside Dynein cargo inh, whose call it bears; z-score; measured here: nuclear GR-EGFP intensity;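 lower value marks the stronger effect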
Dynein cargo inh cell count = recorded beside Dynein cargo inh, whose call it bears; z-score; measured here: cell count per field
Numbers without * were called inactive; / = not tested or not shown; [ ] = another dose, or the depositor's remark. Rule as the data show it, unless noted: active = inhibition above about 50%; inactive = the rest. These rows are one share of the data; the hit share may differ from the screen's.

Dynein cargo inh	Dynein cargo inh cytoplasmic EGFP	Dynein cargo inh nuclear GR-EGFP	Dynein cargo inh cell count	KOR beta-arrestin-1	GPR55 beta-arrestin	P. falciparum M17LAP	NOD2 inhibition	AID2073	M1AAP inhibition	NOD1 NF-kB reporter	KOR beta-arrestin-2	mol
-0.318	-0.278	-0.0443	1.76	-5.2%	-0.3%	-0.2%	1.1%	30.5%	0.5%	-25.6%	30.0%	Cn1c(Cn2cnc([N+](=O)[O-])n2)nnc1SCC(=O)Nc1ccccc1
-0.649	-0.112	-0.273	-0.479	-0.6%	-0.5%	11.0%	-11.6%	-3.7%	-2.6%	-46.5%	-7.7%	COc1ccc(OC)c(CNC(=O)C2CCN(S(C)(=O)=O)CC2)c1
/	/	/	/	7.7%	0.5%	/	59.6%*	5.1%	/	23.0%	-6.8%	COc1ccccc1C(=O)Nc1ccc(C(=O)Nc2ccccc2C(=O)O)cc1
0.387	-0.192	0.299	0.22	-0.9%	-0.5%	-11.1%	-7.1%	3.3%	9.6%	-35.8%	4.5%	O=C1OC(C(=O)Nc2ccccc2)Cc2ccccc21 (centres undefined)
0.388	-0.106	0.519	0.591	-2.5%	0.0%	-5.8%	22.1%	11.7%	0.2%	0.0%	-18.3%	COc1ccc(-c2nc(CS(=O)CC(=O)NCCCN3CC(C)CC(C)C3)c(C)o2)cc1OC (centres undefined)
/	/	/	/	4.3%	0.0%	/	7.6%	6.2%	/	-37.0%	-20.0%	NS(=O)(=O)c1ccc(CCNC(=O)C(=O)c2cn(CC(=O)N3CCCC3)c3ccccc23)cc1
-1.3	-0.234	-0.71	0.325	/	-0.1%	3.9%	15.1%	40.2%	-0.4%	11.9%	-2.0%[20 µM]	Cc1cc(C)cc(N(C(=O)c2csnn2)C(C(=O)NC(C)(C)C)c2cccnc2)c1 (centres undefined)
0.142	-0.222	0.343	-0.155	1.4%	-0.2%	11.2%	-5.3%	-4.4%	11.6%	4.3%	-6.1%	O=C(Nc1cccc(F)c1)NC1CCN(Cc2ccccc2)CC1
/	/	/	/	1.8%	-0.2%	/	-19.3%	6.3%	/	16.1%	1.9%	NS(=O)(=O)c1ccc(CNC(=O)CNC(=O)Cc2ccccc2)cc1
-0.776	-0.232	-0.982	1.1	6.5%	0.0%	6.0%	-19.9%	4.9%	12.2%	-7.8%	-25.5%	COc1ccc(NC(=O)c2ncn[nH]2)cc1
0.106	-0.113	0.207	0.824	-8.9%	-0.2%	2.2%	3.7%	-9.8%	3.1%	12.9%	-13.9%	CCOc1ccc(-c2nnc(SCC(=O)N(CC)CC)n2N)cc1
0.0221	-0.363	-0.58	0.679	-0.9%	0.2%	9.5%	6.0%	-8.2%	1.4%	-32.1%	-19.8%[20 µM]	COc1ccc(CN(C(=O)CCC(=O)N2CCCCC2)c2nccs2)cc1OC

More structures:
Dynein cargo inh	Dynein cargo inh cytoplasmic EGFP	Dynein cargo inh nuclear GR-EGFP	Dynein cargo inh cell count	KOR beta-arrestin-1	GPR55 beta-arrestin	P. falciparum M17LAP	NOD2 inhibition	AID2073	M1AAP inhibition	NOD1 NF-kB reporter	KOR beta-arrestin-2	mol
0.235	-0.191	0.312	0.279	-4.4%	-0.4%	8.3%	16.9%	8.5%	9.4%	7.3%	29.2%	CC1CCCCC1NC(=O)c1cn(C)c2ccc(S(=O)(=O)N3CCCC3)cc2c1=O (centres undefined)
-0.851	0.311	-0.341	-0.719	1.4%	0.0%	-11.5%	-3.1%	17.6%	0.7%	-35.4%	13.2%	O=[N+]([O-])c1ccc(/C=N/Nc2nc(N3CCCCCC3)nc(N3CCCCCC3)n2)o1
/	/	/	/	-2.0%	-0.1%	/	-5.7%	-4.9%	/	-10.2%	-5.3%	CCOCCCNC(=O)C1(O)c2ccccc2NC(=O)N1c1ccc(C)c(C)c1 (centres undefined)
-0.181	-0.252	-0.685	0.803	/	-0.1%	8.5%	15.1%	7.8%	14.8%	-40.3%	4.4%[20 µM]	O=[N+]([O-])c1cc(Cl)ccc1N1CCOCC1
-0.758	-0.204	-0.609	0.817	-8.0%	0.4%	-16.1%	4.7%	20.7%	-7.1%	3.0%	-26.3%	O=C(CCS(=O)(=O)c1ccc(Br)cc1)N1CCN(c2ccccc2Cl)CC1
-1.56	-0.422	-0.641	0.155	-5.7%	-0.2%	0.7%	14.6%	14.7%	3.5%	6.7%	2.9%	Cn1c(NC(=O)c2ccco2)cc(=O)n(C)c1=O
/	/	/	/	2.3%	0.0%	/	-3.4%	-1.4%	/	-2.9%	-17.6%	O=C(Cn1cnc(S(=O)(=O)N2CCCCC2)c1)N1CCN(c2ccc([N+](=O)[O-])cc2)CC1
0.114	-0.209	0.121	-0.116	-6.8%	0.2%	-4.8%	-4.0%	8.3%	13.4%	-8.7%	11.7%	CC(C)CCN=Cc1c(O)n(-c2ccccc2)c(=O)c2ccccc12
0.157	-0.137	-0.0671	1.2	-4.1%	0.0%	12.7%	18.1%	7.7%	-6.0%	-31.2%	-1.7%	CCOc1ccc(C(C(=O)NC2CCCCC2)N(C(=O)c2ccco2)c2ccc(-n3cnnn3)c(C)c2)cc1 (centres undefined)
/	/	/	/	5.9%	0.3%	6.8%	2.9%	-8.1%	3.9%	-6.6%	-8.1%	O=C(COC(=O)CCc1nc2ccccc2s1)Nc1ccc(S(=O)(=O)N2CCOCC2)cc1
0.0359	0.123	0.151	-0.264	-2.9%	0.3%	-0.2%	18.9%	3.8%	8.0%	0.3%	18.1%	CCOc1ccc(C2C(C#N)=C(N)SC(N)=C2C#N)c(OCC)c1
-0.874	-0.302	-0.294	1.18	-5.5%	0.1%	2.6%	14.7%	-12.7%	6.2%	-13.7%	-3.2%	COc1cc(C(=S)N2CCCCC2)ccc1OCC(=O)Nc1ccccc1Cl

Shown as tab-separated lines: two of the compounds above.
compound	Dynein cargo inh	Dynein cargo inh cytoplasmic EGFP	Dynein cargo inh nuclear GR-EGFP	Dynein cargo inh cell count	KOR beta-arrestin-1	GPR55 beta-arrestin	P. falciparum M17LAP	NOD2 inhibition	AID2073	M1AAP inhibition	NOD1 NF-kB reporter	KOR beta-arrestin-2
CCOCCCNC(=O)C1(O)c2ccccc2NC(=O)N1c1ccc(C)c(C)c1 (centres undefined)	/	/	/	/	-2.0%	-0.1%	/	-5.7%	-4.9%	/	-10.2%	-5.3%
O=[N+]([O-])c1cc(Cl)ccc1N1CCOCC1	-0.181	-0.252	-0.685	0.803	/	-0.1%	8.5%	15.1%	7.8%	14.8%	-40.3%	4.4%[20 µM]

Some values from the entries so far.
CCOCCCNC(=O)C1(O)c2ccccc2NC(=O)N1c1ccc(C)c(C)c1 (centres undefined) in GPR55 beta-arrestin shows -0.1%
O=C(Cn1cnc(S(=O)(=O)N2CCCCC2)c1)N1CCN(c2ccc([N+](=O)[O-])cc2)CC1 in KOR beta-arrestin-1 shows 2.3%
O=[N+]([O-])c1cc(Cl)ccc1N1CCOCC1 in KOR beta-arrestin-2 shows 4.4%[20 µM]
CC1CCCCC1NC(=O)c1cn(C)c2ccc(S(=O)(=O)N3CCCC3)cc2c1=O (centres undefined) in GPR55 beta-arrestin shows -0.4%
COc1cc(C(=S)N2CCCCC2)ccc1OCC(=O)Nc1ccccc1Cl in NOD2 inhibition shows 14.7%
Cn1c(NC(=O)c2ccco2)cc(=O)n(C)c1=O in P. falciparum M17LAP shows 0.7%

Additional records.
Dynein cargo inh	Dynein cargo inh cytoplasmic EGFP	Dynein cargo inh nuclear GR-EGFP	Dynein cargo inh cell count	KOR beta-arrestin-1	GPR55 beta-arrestin	P. falciparum M17LAP	NOD2 inhibition	AID2073	M1AAP inhibition	NOD1 NF-kB reporter	KOR beta-arrestin-2	mol
0.623	-0.158	0.291	-0.36	-1.3%	-0.2%	5.5%	-1.7%	-6.1%	0.7%	-5.3%	29.6%	Cc1cc(C)nc(SCc2nnc(SCC(=O)Nc3ccc(C)c(C)c3)n2Cc2ccco2)n1
-0.179	-0.0666	0.0937	0.143	18.1%	-0.2%	-27.8%	0.2%	13.1%	9.1%	-25.3%	18.4%	CC1=CC2=NC(=O)/C(=C\c3cc(C)n(-c4ccccc4)c3C)C(=N)N2O1
/	/	/	/	-4.5%	-0.2%	/	-10.9%	10.3%	/	-46.6%	-33.5%	COc1cccc(-c2nn3c(-c4ccco4)nnc3s2)c1
/	/	/	/	-5.5%	-0.2%	/	8.4%	3.9%	/	-11.6%	6.4%	CC(=O)N1CCc2cc(Br)cc(S(=O)(=O)N3CCCCC3)c21
-0.642	-0.277	-0.561	3.07	-4.8%	-0.4%	-8.7%	-7.3%	-25.2%	-3.8%	-4.7%	15.0%	COCCCNC(=S)NNC(=S)NCCCOC
0.278	-0.362	0.245	0.496	-1.3%	0.2%	-2.5%	19.9%	4.9%	13.2%	1.3%	-21.5%	Cc1cccc(NC(=O)N2CCCC2C(=O)Nc2ccccc2)c1 (centres undefined)
3.88	3.25	2.44	-4.34	-3.7%	0.2%	-27.8%	10.7%	-6.8%	6.3%	-24.7%	14.9%	CCOc1ccc2[nH]c(=O)c(CN(CCN3CCCC3)C(=S)Nc3ccccc3OCC)cc2c1
-0.487	-0.242	0.373	0.0213	2.0%	0.3%	-9.6%	9.2%	-7.0%	4.9%	-3.1%	0.3%	CCc1c(O)nc(SCC(=O)c2ccccc2)n(-c2ccccc2)c1=O
/	/	/	/	-1.0%	-0.3%	/	9.2%	1.0%	/	-20.7%	-69.6%[20 µM]	CCOC(=O)COc1cccc(C2NC(=O)c3ccccc3O2)c1 (centres undefined)
-1.34	2.08	-0.224	0.192	1.3%	-0.1%	-8.4%	-1.8%	14.2%	3.7%	3.0%	10.6%	Cc1ccc(Nc2nc(Cl)c(C=O)s2)cc1
0.284	-0.137	0.441	0.915	-0.8%	0.2%	14.9%	-311.8%	1.5%	5.7%	5.8%	5.5%	N#Cc1cc(C#N)c(N2CCN(c3ccccn3)CC2)nc1N
/	/	/	/	0.2%	-0.3%	/	-4.9%	-0.2%	/	-47.4%	-44.2%[20 µM]	CCCCOc1ccc(N(CC(=O)NC(C)(C)C)C(=O)CCC(=O)Nc2nccs2)cc1
0.0677	-0.208	0.0203	0.478	8.9%	2.9µM*	-5.0%	5.7%	2.0%	3.4%	50.4%	-2.2%	Cc1ccc(-c2nc3ccccc3[nH]2)cc1NC(=S)NC(=O)c1ccccc1Br
-0.653	-0.125	-0.375	0.275	2.3%	-0.2%	-2.8%	3.0%	0.6%	-2.3%	-15.9%	-6.4%	CC1CCCCN1Cc1c(C#N)c2ccccc2n1C (centres undefined)
